# TDP1 block: qHTS Assay for Inhibitors of Tyrosyl-DNA Phosphodiesterase (TDP1) | Tyrosyl-DNA phosphodiesterase 1 (Homo sapiens), Q9NUW8 | recombinant TDP1, AlphaScreen DNA substrate cleavage | Potency, µM (highest dose often 130 µM), for inactives: at the highest dose activity change, negative = inhibition, usual class: inhibitors | hit rate 0.28% among 350,000 | AID 485290, 2010; also: nearly all actives have a fitted effect of over 40% in size
# Target sequence (Q9NUW8 whole entry, looked up): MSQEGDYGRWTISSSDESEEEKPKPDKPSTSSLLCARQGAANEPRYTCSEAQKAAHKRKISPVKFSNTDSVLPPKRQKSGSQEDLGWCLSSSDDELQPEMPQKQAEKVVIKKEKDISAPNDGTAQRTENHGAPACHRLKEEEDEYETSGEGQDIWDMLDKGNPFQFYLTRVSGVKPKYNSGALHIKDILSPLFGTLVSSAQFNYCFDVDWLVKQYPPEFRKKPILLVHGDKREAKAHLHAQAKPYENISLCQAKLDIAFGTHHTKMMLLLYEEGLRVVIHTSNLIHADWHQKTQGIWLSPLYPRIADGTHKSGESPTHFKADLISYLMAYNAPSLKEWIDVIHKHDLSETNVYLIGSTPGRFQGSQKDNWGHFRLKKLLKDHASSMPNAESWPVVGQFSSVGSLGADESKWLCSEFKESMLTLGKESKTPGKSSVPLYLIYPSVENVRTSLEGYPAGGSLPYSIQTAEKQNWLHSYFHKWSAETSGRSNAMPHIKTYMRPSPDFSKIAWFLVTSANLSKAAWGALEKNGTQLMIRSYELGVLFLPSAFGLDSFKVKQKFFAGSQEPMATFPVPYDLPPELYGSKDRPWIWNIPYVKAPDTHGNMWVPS
#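 Enzyme-compound mixtures sat 15 min at room temperature, followed by a 5 min reaction with 15 nM final substrate and 10 min with AlphaScreen beads. Recombinant human Tdp1 was used at 1 nM final.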
# FEN1 inhibitor: qHTS Assay for the Inhibitors of Human Flap endonuclease 1 (FEN1) | hit rate 0.35% among 390,000 | AID 588795, 2011 | Potency, µM (series often up to 114 µM), for the others: top-dose activity change, negative = inhibition, usual class: inhibitors | Recombinant FEN1 flap cleavage, fluorescence, 15 min | P39748; also: nearly all actives have a fitted effect of over 65% in size
# Target sequence (P39748 whole entry, looked up): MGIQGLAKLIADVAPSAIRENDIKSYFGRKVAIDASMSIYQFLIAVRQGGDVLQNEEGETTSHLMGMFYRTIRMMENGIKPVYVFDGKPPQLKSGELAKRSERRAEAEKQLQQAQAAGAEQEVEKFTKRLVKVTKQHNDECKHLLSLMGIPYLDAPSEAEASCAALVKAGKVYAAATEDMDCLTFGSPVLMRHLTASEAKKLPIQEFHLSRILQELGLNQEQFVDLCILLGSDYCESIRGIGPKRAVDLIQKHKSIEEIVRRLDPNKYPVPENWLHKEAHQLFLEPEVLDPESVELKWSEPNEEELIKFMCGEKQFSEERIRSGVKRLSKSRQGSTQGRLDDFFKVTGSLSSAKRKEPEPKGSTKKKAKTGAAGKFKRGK
#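 In this screen, 50 nM flap DNA substrate was added to 10 nM FEN1 pretreated with compound for 15 min at room temperature; cleavage was followed with reads at 0 and 15 min, and Hill fitting gave concentration–response parameters.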
# N370S GC mod: qHTS Assay for Inhibitors and Activators of N370S glucocerebrosidase as a Potential Chaperone Treatment of Gaucher Disease | N370S GC spleen homogenate, 4MU-glucoside fluorescence | Potency, µM (top dose mostly 59.4 µM), without a hit: at the top dose activity change, negative = inhibition, usual class: inhibitors | AID 2101, 2009 | hit rate 0.092% among 330,000;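 also: 0% = full enzyme activity and -100% = no enzyme basal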
# * hit, by the source's call; ? = inconclusive; / = not tested or not shown; & = joins results of further samples; [ ] = remark or other dose. Calls follow the shape of the dose curve; as a rule, active = well fitted curve in the direction sought with a large enough effect; inconclusive = small, poorly fitted or top-dose-only effect, or another doubt; inactive = no such curve, though single readings can be large; an effect the other way counts as inactive or inconclusive. Unless noted, % is scaled to controls: 0 for no effect and ±100 for the full control effect; potency is read from the fitted curve at half-maximal effect.
# The line under a structure holds: TDP1 block	FEN1 inhibitor	N370S GC mod
> O=C1CSC(c2ccc(Cl)cc2)N1Nc1nc(N2CCOCC2)nc(N2CCOCC2)n1 (stereo not drawn)
→ 2%	0%	3%
> CC(=O)c1ccc(NC(=O)c2cc(C)nc3ccccc23)cc1
→ 3%	1%	-6%
> COC(=O)Cc1nc(Nc2ccccc2)sc1C
→ 2%	-3%	3%
> COc1ccc(Cl)cc1NC(=O)CCN1CCOCC1
→ /	-15%	-2%
> CC(Sc1nnc(-c2cccnc2)n1-c1ccccc1)C(=O)NCc1ccc2c(c1)OCO2 (stereo not drawn)
→ 5%	6%	3%
> CCc1nc2ccccc2c(C(=O)Oc2ccc(C(=O)OC)cc2)c1C
→ 3%	16%	-1%
> CCOC(=O)c1c(NC(=O)CSc2cn(CCNC(=O)c3ccccc3OC)c3ccccc23)sc2c1CCC2
→ 5%	-3%	/
> COc1ccc(OC)c(NC2=C(c3ccccc3)C(=O)c3ccccc32)c1
→ 12%	-18%	/
> NC(=S)Cc1nc(-c2ccc(Cl)cc2)cs1
→ 6%	-10%	5%
> CCO[C@H]1c2c(ccc3ccc(=O)oc23)OC(C)(C)[C@H]1O
→ 1%	-3%	/
> CCC(C)NC(=O)c1[nH]c2cc(C)ccc2c1Sc1ccc(Cl)cc1 (stereo not drawn)
→ 6%	4%	/
> CCN(CC)S(=O)(=O)c1ccc(NC(=O)C2c3ccccc3Oc3ccccc32)cc1
→ 8%	-2%	5%
> CCCC(=O)C1=C(c2ccc(C)c(C)c2)N(C(=O)CCC)n2c(CC)nnc2S1
→ -10%	-10%	/
> Cn1ncc(Br)c1C(=O)N1CCN(C(=O)c2ccco2)CC1
→ 3%	0%	-2%
> O=C(c1cc(=O)[nH]c2ccccc12)N1CCN(S(=O)(=O)c2ccc(Cl)cc2)CC1
→ 3%	1%	/
> CCc1ccc(CNc2ccc3c(c2)ncn3CC)cc1
→ /	-2%	-4%
> CCn1c(SCc2nc3ccccc3[nH]2)nnc1-c1ccc(OC)cc1
→ 0%	0%	3%
> CCOC(=O)C1C(C)=CC(=O)CC1c1ccco1 (stereo not drawn)
→ -6%	8%	0%
> O=C(Nc1ccc(S(=O)(=O)N2CCOCC2)cc1)c1cccs1
→ 0%	11%	1%
> O=[N+]([O-])c1cc(C(F)(F)F)ccc1NCCCN1CCOCC1
→ 1%	3%	-10%
> C[C@H](NC(=O)NCCc1ccccc1)C(=O)O
→ 8%	-10%	-3%
> COc1cccc(NC(=O)CN(C)C(=O)c2cn(-c3ccccc3)nc2-c2cccs2)c1
→ 2%	-21%	-4%
> O=C(/C=C/Nc1ccc(F)cc1F)c1ccco1
→ -2%	-8%	3%
> CCn1c2c(c(=O)n3ncc(C(=O)Nc4cccc(Cl)c4C)c13)CN(Cc1ccc(OC)cc1)CC2
→ 7%	-11%	/
> CN(C)c1ccc(/C=C/C=N/Nc2nc(N3CCOCC3)nc(N3CCOCC3)n2)cc1
→ 3%	10%	-2%
> O=C(NCC1CCCO1)c1ccc(COc2ccccc2)o1 (stereo not drawn)
→ 5%	1%	0%
> CN(C(=O)COC(=O)CSc1ccc(C(N)=O)cc1[N+](=O)[O-])C1CCS(=O)(=O)C1 (stereo not drawn)
→ -7%	5%	-12%
> O=C(CC1Sc2ccccc2NC1=O)c1ccc(Br)cc1 (stereo not drawn)
→ -1%	0%	6%
> O=C(NC(Cc1ccc(F)cc1)C(=O)O)c1ccccc1 (stereo not drawn)
→ 2%	1%	1%
> Cn1cc(C(=O)NC2CCCCC2)c(=O)c2cc(S(=O)(=O)N3CCCC3)ccc21
→ 5%	2%	2%

# Next section
# The line under a structure holds: TDP1 block	FEN1 inhibitor	N370S GC mod
> CCCCCCC1Cc2cc(OC)c(OC)cc2C(C(C(=O)OCC)C(=O)OCC)O1 (stereo not drawn)
→ 8%&4%[21 µM]	/	11%&-7%[12.8 µM]
> COc1cccc(CC(=O)OC(C)C(=O)NCc2ccc3c(c2)OCO3)c1 (stereo not drawn)
→ 0%[0.505 µM]	6%	0%
> O=C(N/N=C/c1ccc(F)cc1)c1cccc(NC(=O)c2ccccc2Cl)c1
→ 9%	-4%	-9%
> O=C(CN(C(=O)CNC(=O)c1cccs1)c1cccc(F)c1)NC1CCCC1
→ /	4%	?
> Nn1c(SCC(=O)Nc2ccc(N3CCOCC3)cc2)nnc1-c1cccc(F)c1
→ -2%[56.1 µM]	-2%	/
> CCC(Oc1ccccc1)C(=O)N1CCN(Cc2cc(=O)n3nc(-c4cccc(C)c4)sc3n2)CC1 (stereo not drawn)
→ 11%	15%	/
> C[C@H]1CN=C2N(CCNC(=O)CCC3CCCCC3)[C@H](Cc3ccc(O)cc3)CN21
→ 4%	1%	-13%
> CC1(C)Cc2c(sc(NC(=O)C(=O)N3CCOCC3)c2C(N)=O)CO1
→ 6%	7%	8%
> COc1ccc(C(=O)NNC(=O)C2CCCO2)cc1 (stereo not drawn)
→ /	-2%	-16%
> COc1ccc(CC(=O)NNC(=O)c2cc(C)[nH]n2)cc1
→ 2%[56.1 µM]	0%	-4%
> C[C@H](CO)N1C[C@H](C)[C@@H](CN(C)Cc2ccc(C(=O)O)cc2)Oc2ccc(NS(C)(=O)=O)cc2C1=O
→ 1%	10%	/
> COc1ccccc1CNC(=O)C1CCN(S(=O)(=O)c2ccc3c(c2)NC(=O)CO3)CC1
→ 2%	21%	-2%
> COC(=O)C1C(=O)C(C(=O)/C=C/c2ccco2)C(=O)CC1(C)C (stereo not drawn)
→ -5%	/	-2%
> CCOC(=O)c1cnn(CCOC(=O)c2ccc(F)cc2)c1NC(=O)c1ccc(F)cc1
→ 3%	2%	4%
> COc1ccc(/C=N/NC(=O)c2ccccc2O)cc1Cn1cc([N+](=O)[O-])cn1
→ 5%	-4%	-1%
> CC(=O)N1CCCc2cc(S(=O)(=O)N3CCCC(C(=O)N4CCN(c5cccc(Cl)c5)CC4)C3)ccc21 (stereo not drawn)
→ 4%&9%	5%&12%	-1%
> CCCNC(=O)NC(=O)CSc1ccc2c(c1)OCCO2
→ 3%	-4%	5%
> COCCN(C(=O)c1csnn1)C(C(=O)NC1CCCCC1)c1sccc1C (stereo not drawn)
→ 4%	-5%	1%
> COCCSc1ncnc2c1oc1nc3c(cc12)COC(C)(C)C3
→ 3%	3%	10%
> NC(=O)N/N=C/c1cc(Br)ccc1OC(=O)c1ccccc1
→ -1%	-7%	0%
> O=[N+]([O-])c1ccccc1S(=O)(=O)Nc1cccc(-c2ccc(N3CCCC3)nn2)c1
→ /	1%	0%
> O=C(N/N=C/c1sc(N2CCOCC2)nc1-c1ccccc1)c1ccccc1O
→ 11%	-19%	-6%
> Cn1ncc([N+](=O)[O-])c1C(=O)Nc1nc2ccccc2n1CCN1CCCCC1
→ 8%	-10%	-5%
> Cc1cccc(CSc2nnc(C)c(=O)n2N)c1
→ 2%	4%	3%
> N=C1/C(=C/c2ccc(OCc3ccccc3F)cc2)C(=O)N=C2SC(CC(=O)N3CCOCC3)=NN12
→ 1%	7%	-3%
> COC(=O)c1ccc(SCC(=O)NC2CCCCC2)c([N+](=O)[O-])c1
→ -3%	-4%	7%
> CC(/C=C/c1ccccc1)=N\Nc1ccccc1[N+](=O)[O-]
→ 11%	11%	3%
> O=C(NCc1nc2ccccc2[nH]1)C1=C[C@H](c2csc3ccccc23)C[C@H](OCc2ccc(CO)cc2)O1
→ 5%	-15%	3%
> CCOc1ccc(NC(=O)COC(=O)Cc2ccsc2)cc1
→ 1%	-6%	/
> C=CCOc1cccc(/C=N/NC(=O)C(OC)c2ccccc2)c1 (stereo not drawn)
→ /	1%	-2%

# Three compounds already listed, ordered by formula weight, low to high:
# The line under a structure holds: TDP1 block	FEN1 inhibitor	N370S GC mod
> Cc1cccc(CSc2nnc(C)c(=O)n2N)c1
→ 2%	4%	3%
> COc1ccc(/C=N/NC(=O)c2ccccc2O)cc1Cn1cc([N+](=O)[O-])cn1
→ 5%	-4%	-1%
> CCOC(=O)c1cnn(CCOC(=O)c2ccc(F)cc2)c1NC(=O)c1ccc(F)cc1
→ 3%	2%	4%

# The list continues.
# The line under a structure holds: TDP1 block	FEN1 inhibitor	N370S GC mod
> O=C1NC(=O)/C(=C/c2ccccc2Oc2ccc(Cl)cc2)S1
→ -3%	-22%	22%
> O=C(Nc1ccc(C(=O)N2CCOCC2)cc1)c1ccccc1[N+](=O)[O-]
→ 1%	-4%	-15%
> CN(C(=O)CSc1nnc(C2CC2)n1-c1ccccc1)C1CCS(=O)(=O)C1 (stereo not drawn)
→ -2%	21%	/
> CC(=O)Oc1ccc2nc(/C=C/c3ccc(C=O)cc3)oc(=O)c2c1
→ -10%	-12%	2%
> Cc1nc(-c2ccc(S(=O)(=O)N3CCN(c4cc(Cl)ccc4C)CC3)cc2)co1
→ 2%	8%	/
> O=C(NNC(=O)c1ccccc1Cl)c1ccc2c(=O)n3c(nc2c1)CCC3
→ -3%[56.1 µM]	16%	/
> O=[N+]([O-])c1c(Nc2ccccc2O)cc(Cl)c2nonc12
→ /	-26%	-12%
> CCOc1ccc(S(=O)(=O)NCCC(=O)Nc2ncccc2C)cc1
→ 2%	10%	-2%
> NS(=O)(=O)c1ccc(Nc2c([N+](=O)[O-])cncc2[N+](=O)[O-])cc1
→ /	-1%	-8%
> Cc1ccc(CNC(=O)CN2C(=O)CCn3nc(-c4ccccc4)cc32)cc1
→ -1%	-8%	/
> CCOc1ccc(NC(=O)CSc2nnc(-c3cc(C)[nH]n3)n2N)cc1
→ 1%	-2%	4%
> CCC1c2ccc(C)n2CCN1C(=O)Nc1cc(Cl)ccc1OC (stereo not drawn)
→ 1%	-2%	7%
> Cc1ccc(NC(=O)c2nc3nccc(C)n3n2)c(C)c1
→ 6%	0%	-4%
> Cn1nc(-c2ccc(Cl)cc2)c2cc(C(=O)NCCCN3CCCC3)sc21
→ 7%	32µM*	-10%
> COC(=O)C1CCN(c2cnccn2)CC1
→ 3%	20%	1%
> Cc1cc(C)c(S(=O)(=O)N2CCOC2CNC(=O)C(=O)NCCc2c[nH]c3ccccc23)c(C)c1 (stereo not drawn)
→ 8%	3%	8%
> CCCCNc1nc2ccccc2n1CC(=O)N1CCc2ccccc2C1
→ 3%	-4%	-6%
> N#Cc1c(NC(=O)CN2CCOCC2)oc(-c2ccccc2)c1-c1ccccc1
→ 9%	-15%	-3%
> CCCC(=O)Nc1ncnc2c1ncn2[C@@H]1O[C@@H]2OP(=O)(O)OC[C@H]2[C@H]1OC(=O)CCC
→ /	3%	-2%
> CCOc1ccc(-c2ncncc2-c2ccc(OC)cc2)c(O)c1
→ 5%	-12%	-2%
> Cc1nn(CCc2n[nH]c(=S)n2C)c(C)c1Br
→ -7%	-1%	1%
> CNC(=O)c1snnc1-c1ccccc1
→ 1%	9%	19%
> COc1cc(-c2nnc(NC(=O)c3ccco3)o2)cc(OC)c1OC
→ /	3%	-3%
> OCC(O)COc1cccc2ccccc12 (stereo not drawn)
→ 1%	/	6%
> CC1CCN(C(=O)COC(=O)c2ccc3c(c2)OCO3)CC1
→ 3%	4%	-5%
> O=S(Cc1cc(Oc2ccccc2)nc(-c2ccccc2)n1)c1ccccc1 (stereo not drawn)
→ 2%	-11%	6%
> Cc1ccc(NC(=O)COc2ccccc2)cc1Cl
→ /	10%	?
> O=C1/C(=C\Nc2ccc(OC(F)(F)F)cc2)CCN1c1ncccn1
→ -12%	-6%	3%
> COc1ccc(S(=O)(=O)N2CCCCCC2)cc1C(=O)Nc1cc(C)ccn1
→ 2%	4%	/
> CC(C)(CC(=O)O)CC(=O)NCc1c(Cl)cccc1Sc1ccc(Cl)cc1
→ 6%	1%	6%

# New compounds follow:
# The line under a structure holds: TDP1 block	FEN1 inhibitor	N370S GC mod
> O=C(CSc1c[nH]c2ccccc12)NCc1ccc2c(c1)OCO2
→ 8%	-14%	5%
> CCC(C(=O)NC1CCCC1)N(C(=O)c1snc(C(N)=O)c1N)c1ccc(OC)c(OC)c1 (stereo not drawn)
→ 10%	-3%	-3%
> C/C(=N\N=C(/N)SC1CC(=O)N(c2ccc(Cl)cc2)C1=O)c1cccs1 (stereo not drawn)
→ 7%	-1%	-10%
> Brc1cccc(-c2nnn3c2nc(NCc2ccc4c(c2)OCO4)c2ccccc23)c1
→ -4%	7%	/
> COC(=O)c1ccc(NC(=O)CCS(=O)(=O)c2ccc(Br)s2)cc1
→ 3%&0%	-4%&2%	-8%
> CC12CCC(C(=O)N(CC(O)CN3CCCCCC3)C1=O)C2(C)C (stereo not drawn)
→ 0%	-5%	-4%
> CN/N=C(\Cc1nc2ccccc2[nH]1)c1ccc([N+](=O)[O-])cc1
→ 8%	7%	-8%
> CC(C)[C@H](NC(=O)c1ccccc1Cl)C(=O)OCC(=O)NC(=O)NC1CCCC1
→ 4%	-1%	-6%

# Random excerpt: two records from the list, in no set order.
# The line under a structure holds: TDP1 block	FEN1 inhibitor	N370S GC mod
> CCC(C(=O)NC1CCCC1)N(C(=O)c1snc(C(N)=O)c1N)c1ccc(OC)c(OC)c1 (stereo not drawn)
→ 10%	-3%	-3%
> CN/N=C(\Cc1nc2ccccc2[nH]1)c1ccc([N+](=O)[O-])cc1
→ 8%	7%	-8%

# Screening data as filed in PubChem BioAssay.
